# Screening data as filed in PubChem BioAssay.
# BoNT-A LC inh2 = blocks Botulinum neurotoxin A light chain protease | multiplex microsphere protease substrate cleavage, flow cytometry | inhibition, % at 10 µM | hit rate 0.17% among 360,000 | AID 588499; note: plate controls were buffer without enzyme for full effect and enzyme alone for no effect
# CCHFV vOTU inh = CCHFV vOTU protease inhibition; Pep-AMC fluorescence; inhibition, % at 11.5 µM; hit rate 0.55% among 370,000; AID 651958; in the data active = inhibition above about 30%; note: 0% = vehicle wells with enzyme and 100% = no enzyme wells
# PfHsp40 yeast = compounds rescuing yeast from Plasmodium falciparum HSP40 toxicity. S. cerevisiae expressing PfHsp40, growth rescue, ATP luminescence. growth rescue, % at 12.5 µM. hit rate 0.68% among 340,000; in the data active = growth rescue above about 28%, passing the limit was not always enough; inconclusive = no clear call, values can overlap the other calls;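 note: yeast W303a lacking pdr1 and pdr3 grown in galactose medium; growth measured after three days at 30 °C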
# SARS 3CLpro inh = SARS-CoV 3CLpro protease inhibition; P0C6X7; inhibition, % at 6 µM; recombinant SARS-CoV 3CLpro, quenched FRET peptide cleavage; AID 1706; hit rate 0.14% among 290,000; in the data active = inhibition above about 12%
# TcdB GH inh = TcdB glycohydrolase inhibition | P18177 | TcdB glycohydrolase enzymatic assay, plate reader | inhibition, % at 9.99 µM | hit rate 0.24% among 350,000 | AID 652162; in the data active = inhibition above about 10%
# BH1578 lux ind = induces V. cholerae light production without autoinducers; V. cholerae BH1578 lux reporter, luminescence, 6 h; activation, % at 18.7 µM; hit rate 0.16% among 350,000; AID 588436; in the data active = activation mostly above about 9.7%, no sharp cut-off; inconclusive = no clear call, values can overlap the other calls; inactive = mostly below about 3.7%; note: not every result past the cut was called active; inactives centre near 0; reference of the scale not given here
# DUSP3 inh = inhibitors of human VHR1 phosphatase (DUSP3). AID 1654. hit rate 0.52% among 290,000. inhibition, % at 13.3 µM. recombinant VHR phosphatase, pNPP absorbance. P51452; in the data active = inhibition above about 50%; note: some compounds called inactive have numbers as strong as hits
# Target sequence (P51452 whole entry, looked up): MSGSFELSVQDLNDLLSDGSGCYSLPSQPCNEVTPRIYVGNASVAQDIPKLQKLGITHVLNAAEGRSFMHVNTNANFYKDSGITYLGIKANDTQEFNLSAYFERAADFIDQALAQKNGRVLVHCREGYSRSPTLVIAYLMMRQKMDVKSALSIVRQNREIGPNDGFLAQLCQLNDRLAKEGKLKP
# Anthrax LF prot = inhibitors of Bacillus anthracis lethal factor protease. P15917. multiplex microsphere protease cleavage assay, LF. inhibition, % at 10 µM. hit rate 0.12% among 360,000; note: plate controls were buffer without enzyme for full effect and enzyme alone for no effect
# Target sequence (P15917 whole entry, looked up): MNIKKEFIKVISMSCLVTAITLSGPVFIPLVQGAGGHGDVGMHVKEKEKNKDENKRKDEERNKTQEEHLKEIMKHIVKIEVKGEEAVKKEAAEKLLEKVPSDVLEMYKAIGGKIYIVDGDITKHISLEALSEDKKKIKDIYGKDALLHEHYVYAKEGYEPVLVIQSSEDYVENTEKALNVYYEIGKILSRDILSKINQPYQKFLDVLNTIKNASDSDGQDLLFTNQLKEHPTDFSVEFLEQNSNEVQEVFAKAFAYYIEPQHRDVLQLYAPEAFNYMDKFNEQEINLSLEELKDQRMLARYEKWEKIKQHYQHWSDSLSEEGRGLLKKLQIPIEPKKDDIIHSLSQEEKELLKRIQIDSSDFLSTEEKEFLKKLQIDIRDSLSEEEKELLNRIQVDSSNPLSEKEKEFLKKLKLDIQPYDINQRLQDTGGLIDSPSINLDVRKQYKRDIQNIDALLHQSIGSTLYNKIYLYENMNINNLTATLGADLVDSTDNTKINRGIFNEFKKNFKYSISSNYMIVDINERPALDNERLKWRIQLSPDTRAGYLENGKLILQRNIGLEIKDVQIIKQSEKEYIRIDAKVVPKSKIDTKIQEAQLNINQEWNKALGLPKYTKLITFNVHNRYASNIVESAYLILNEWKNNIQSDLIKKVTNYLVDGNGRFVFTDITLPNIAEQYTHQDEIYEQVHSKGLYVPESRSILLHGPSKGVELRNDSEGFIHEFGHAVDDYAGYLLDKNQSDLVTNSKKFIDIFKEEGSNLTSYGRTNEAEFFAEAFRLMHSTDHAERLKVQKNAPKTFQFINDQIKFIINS
# SSB-PriA inh = blocks PriA binding to SSB C-terminal tail; AlphaScreen SSBct-PriA binding, biotinylated peptide; inhibition, % at 33 µM; hit rate 0.6% among 430,000; in the data active = inhibition mostly above about 37%, no sharp cut-off; inactive = mostly below about 20%;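 note: plate controls were negative control peptide for no effect and reference peptide for full effect; strong numbers were not always called active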
# Y pestis TopoI = Y. pestis Topo-I inhibition via cleavage products | hit rate 0.064% among 360,000 | activity, % at 10 µM | Y. pestis Topo-I cleavage product accumulation, plate reader | AID 504884; in the data active = activity above about 50%, passing the limit was not always enough; inconclusive = no clear call, values can overlap the other calls; note: inactives centre near 2
# * hit, by the source's call; i = inactive; u = inconclusive; x = not tested or not shown; & = joins results of further samples. Cut-off read from the data, not from the text of the source, unless noted: active = inhibition above about 30%; inconclusive = no clear call, values can overlap the other calls; inactive = below that. Not all compounds are listed. The share of hits here may be higher or lower than overall.
SMILES,BoNT-A LC inh2,CCHFV vOTU inh,PfHsp40 yeast,SARS 3CLpro inh,TcdB GH inh,BH1578 lux ind,DUSP3 inh,Anthrax LF prot,SSB-PriA inh,Y pestis TopoI
Cc1ccc(C)c(N2CCN(C(=O)c3ccc(NC4=NC5CS(=O)(=O)CC5S4)cc3)CC2)c1 (stereo not given),-0.7,0.4,-0.5,0.0,1.0,-1.3,25.2,-2.6,-5.8,-1.4
CN(C)c1cc[n+](CC(=O)Nc2ccc(Cl)cc2)cc1,-5.2,1.2,-0.9,5.7,1.8,i,24.0,6.0,-0.3,1.4
Cc1ccnc(NC(=O)c2ccc3c(c2)NC(=O)C(C)S3)c1 (stereo not given),2.2,4.9,-0.2,x,-8.0,i,x,5.6,-2.6,1.6
CCOc1ccc(NC(=O)COc2ccc3c(c2)CCC3)cc1OC,-0.7,6.8,1.6,x,1.3,i,x,u,-0.7,-1.7
Cc1c(C(=O)NCCSCc2c(Cl)cccc2Cl)cccc1[N+](=O)[O-],-0.1,20.4,0.5,0.6,x,i,-14.8,-1.8,5.5,9.0
Cc1ccc(-n2c(C)nc3c(cnn3-c3ccc(F)cc3)c2=O)cc1C,-0.8,5.1,2.3,-1.3,x,-5.9,11.3,-3.3,-3.5,5.1
COc1ccc(N2C(=O)C3C(C2=O)C2C=CC3C23CC3)c(OC)c1 (stereo not given),0.6,-3.8,-1.6,-3.6,x,i,30.1,-6.1,-21.1,-1.4
CN(CC(=O)Nc1cccc(F)c1)C(=O)c1ccccc1OCCOc1ccccc1,-3.2,17.9,0.2,x,1.9,-0.3,x,-1.7,-14.1,-0.7
O=C(c1cccs1)N1CCN(c2ncc(Br)cn2)CC1,0.0,-9.9,1.1,4.5,-0.2,-0.3,-6.7,-12.1,-6.5,5.7
CN(C)C(CNC(=S)Nc1cccc(Cl)c1)c1ccccc1 (stereo not given),-0.4,3.5,-0.9,-3.4,4.6,-0.2,16.3,-3.5,13.8,1.0
CCOc1ccc(CNS(=O)(=O)c2c(C(=O)N3CCCC3)c(C)n(C)c2C)cc1OC,1.0,10.0,-0.9,-0.7,0.2,i,2.8,1.0,1.2,-2.0
CCCCc1ccc2[nH]cc(CCN)c2c1,-1.3,-14.9,0.5,-2.1,1.1,i,2.6,-3.7,1.1,-16.0
COc1ccc(CC(=O)Nc2ccc(-c3nc4cc(C)ccc4o3)c(O)c2)cc1OC,0.5,8.9,-1.5,-4.2,x,0.5,17.5,1.4,-6.0,-3.3
O=S(=O)(N1CCCCC1)N1CCN(c2ccccc2F)CC1,-1.2,-4.3,1.7,-1.3,x,-0.3,-2.2,-2.9,-12.0&-12.6,10.8
OC1CCNC(=S)N1c1ccccc1 (stereo not given),0.7,9.8,2.3,0.2,-1.8,2.2,11.9,4.6,-2.3,1.0
O=C(NNc1c2ccccc2nc2ccccc12)c1cccc(O)c1,-0.9,6.1,0.7,-7.1,x,-0.3,32.7,-5.8,38.6,-31.9
CCOC(=O)C(C)Oc1cccc2c(=O)n(CC(=O)NCc3ccco3)ccc12 (stereo not given),0.1,x,-1.5,-2.6,x,-0.1,0.9,5.7,-7.0&-8.0,5.9
CCOc1ccc(C2=NNC(c3cccnc3)=Nc3ccc(OC)cc32)cc1,-0.5,-7.6,-0.8,2.8,x,-1.5,3.6,-1.8,16.8,6.9
CC1(C)OC1COc1c2ccoc2cc2oc(=O)ccc12 (stereo not given),-0.2,2.8,2.1,1.7,2.3,i,18.5,-4.8,-8.8,4.8
Cc1cc2nn(-c3cccc4ccccc34)nc2cc1NC(=O)c1cccs1,-0.3,4.7,1.3,1.7,1.4,0.1,30.5,-13.1,-31.8,3.3
O=C(NCc1cccnc1)C1CC(c2ccc(F)cc2)=NO1 (stereo not given),0.4,x,1.3,2.2,0.5,-0.3,16.6,0.8,-12.9,-2.5
COc1ccc(OC)c(C2=NOC(C(=O)N3CCCc4ccccc43)C2)c1 (stereo not given),-2.0,-2.4,0.0,0.1,x,i,-37.3,-13.3,-3.2,41.2
CCc1cccc(C)c1NC(=O)N(C)C1CCCCC1,0.3,0.9,-1.3,-5.3,-0.6,-0.5,1.1,-16.9,-5.8,3.4
COc1cccc(NC(=O)CCc2nc(-c3ccccc3F)no2)c1,0.7,-18.8,0.3,-0.1,x,-0.2,10.5,-2.5,-7.2,-4.5
COc1ccc(OC)c(C2C(C(=O)c3ccco3)=C(O)C(=O)N2CC2CCCO2)c1 (stereo not given),-1.8,-3.3,-1.3,-0.5,2.0,10.0,5.8,-6.5,-4.0,-3.6
# Later entries.
SMILES,BoNT-A LC inh2,CCHFV vOTU inh,PfHsp40 yeast,SARS 3CLpro inh,TcdB GH inh,BH1578 lux ind,DUSP3 inh,Anthrax LF prot,SSB-PriA inh,Y pestis TopoI
COc1ccc(OC)c(NC(=O)C2(C)CCN2Cc2ccsc2)c1 (stereo not given),-0.6,9.0,x,x,2.0,-0.3,x,2.6,x,2.7
C=CCC[C@H](Cc1ccc(F)cc1)C(=O)OC[C@H](Cc1c[nH]c2ccccc12)NC(=O)[C@@H](CC=C)CC(=O)N(CCO)Cc1ccccc1,-0.6,16.0,-1.6,x,0.2,-0.7,x,-6.5,-8.6,31.1
O=C(CCN1C(=O)/C(=C/c2cccs2)SC1=S)Nc1ccccc1O,3.7,2.8,0.3,5.5,3.0,-0.5,20.4,15.9,-8.6,17.4
Cc1cc(C)cc(NC(=S)N2CCC(NC(=O)C3CCCCC3)CC2)c1,1.4,-0.9,-0.3,3.0,0.5,-0.3,47.4,-1.6,11.1,3.6
O=C(NCCCN1CCOCC1)c1csc2c1CCCC2,0.6,8.2,-1.1,-3.9,x,5.0,6.6,1.8,-9.2,-3.6
COc1ccc(NC(=S)NCCC2=CCCCC2)cc1OC,-0.5,-9.0,-0.7,0.5,0.8,0.4,20.8,-9.0,-5.6,-0.2
Cn1c(=O)c2[nH]c(N=NNc3ccccc3F)nc2n(C)c1=O,-0.9,-1.7,-0.3,-2.8,-1.5,-0.5,13.3,-6.9,0.9,1.4
CN(Cc1ccc(Br)cc1)CC(O)COc1cccc(Br)c1 (stereo not given),1.9,8.3,0.5,-5.0,-3.1,-0.2,-6.8,-2.2,-25.5,23.1
Cn1c(-c2cnn(-c3ccccc3)c2-n2cccc2)n[nH]c1=S,-1.0,-1.4,0.9,5.4,1.6,-0.4,11.5,-9.9,7.5,0.6
COc1ccc(S(=O)(=O)N2CCC(C(=O)NCCN3CCOCC3)CC2)cc1C,-2.5,12.8,-0.2,-2.2,-6.7,-0.2,23.1,-5.0,-8.8,-0.7
CN(C)C(CNC(=O)Cc1cccc(C(F)(F)F)c1)c1ccccc1 (stereo not given),0.1,-4.4,-1.0,-1.1,0.1,1.2,29.3,5.8,-10.8,-0.9
CC1CC(C)CN(C(=O)COC(=O)c2ccc3c(c2)OCCO3)C1 (stereo not given),-0.3,12.0,2.3,x,1.3,-7.1,x,-0.4,-6.5,4.5
Cc1cc(=O)oc2c3c(cc(OCC(=O)N4CCC(C(=O)O)CC4)c12)OC(C)(C)CC3,0.2,-231.2,1.3,-3.1,2.0,-0.4,8.4,-4.4,-2.6,3.7
O=C(NCCO)/C(=C\c1cccs1)NC(=O)c1cccs1,0.1,8.5,0.2,-4.7,x,-2.7,2.6,-5.5,7.7,-4.5
CCCCCCN1C[C@@H](O)[C@H](n2cc(C3CC3)nn2)C[C@@H]1c1ccc(OC)cc1,-0.5,3.6,x,x,0.0,0.5,x,13.4,x,-4.8
CCCCCCCCCCOC(=O)c1csc2nnsc12,u,6.6,-0.3,2.9,0.3,1.3,22.2,-1.6,-19.2,0.5
CC(C)OCCCNC(=O)CCSc1ccc(Cl)cc1,-0.8,-2.7,0.2,1.0,x,i,14.6,-0.6,-4.7,1.6
CC1(C)Cc2c(sc3c2C2=NCCN2C=N3)CO1,5.1,4.8,-1.1,-0.6,x,-5.0,-23.9,3.1,1.9,2.3
O=C(Nc1cc(Br)ccc1O)C1CC(c2c(F)cccc2Cl)=NO1 (stereo not given),0.9,-9.3,4.6,5.9,0.0,i,-24.3,-15.4,-10.0,5.2
COC(c1ccccc1)c1nnc(CCC(=O)N2CCCCCCC2)o1 (stereo not given),0.5,-2.9,0.1,4.2,-0.2,2.1,5.6,4.2,-8.9,-2.3
CCOC(=O)C1CCN(Cc2oc(CO)cc(=O)c2O)CC1,1.0,41.3*,-0.7,-5.0,x,5.0,-8.1,1.2,6.5,-1.0
CCOC(=O)NN1C(=O)c2ccccc2NC1c1ccccc1F (stereo not given),-0.8,-63.2,0.1,-3.0,0.0,-0.6,12.0,-2.8,3.7,-1.2
O=C(Cc1ccc(NC2=NC3CS(=O)(=O)CC3S2)cc1)N1CCN(c2ccc(F)cc2)CC1 (stereo not given),0.5,-1.2,-0.9,-4.7,0.0,-0.2,-2.4,-8.1,-0.6,-2.4
COc1ccc(S(=O)(=O)N(C)CC(=O)Nc2ccccc2C(F)(F)F)cc1OC,0.9,-14.4,-1.0,2.5,x,i,1.4,0.5,-5.0,-4.1
Cc1ccccc1Nc1nc(N)nc(CSCc2c(C)noc2C)n1,0.6,4.9,-0.3,-4.8,x,-7.7,-12.1,0.2,2.7,1.9

# Whole records from above. Order of values: BoNT-A LC inh2, CCHFV vOTU inh, PfHsp40 yeast, SARS 3CLpro inh, TcdB GH inh, BH1578 lux ind, DUSP3 inh, Anthrax LF prot, SSB-PriA inh, Y pestis TopoI
# `O=C(NCCCN1CCOCC1)c1csc2c1CCCC2` is entered as 0.6, 8.2, -1.1, -3.9, x, 5.0, 6.6, 1.8, -9.2, -3.6
# `COc1ccc(S(=O)(=O)N2CCC(C(=O)NCCN3CCOCC3)CC2)cc1C` is entered as -2.5, 12.8, -0.2, -2.2, -6.7, -0.2, 23.1, -5.0, -8.8, -0.7
# `O=C(Nc1cc(Br)ccc1O)C1CC(c2c(F)cccc2Cl)=NO1` (stereo not given) is entered as 0.9, -9.3, 4.6, 5.9, 0.0, i, -24.3, -15.4, -10.0, 5.2
# `CCCCc1ccc2[nH]cc(CCN)c2c1` is entered as -1.3, -14.9, 0.5, -2.1, 1.1, i, 2.6, -3.7, 1.1, -16.0
# `Cc1ccc(C)c(N2CCN(C(=O)c3ccc(NC4=NC5CS(=O)(=O)CC5S4)cc3)CC2)c1` (stereo not given) is entered as -0.7, 0.4, -0.5, 0.0, 1.0, -1.3, 25.2, -2.6, -5.8, -1.4

# (list continues)
SMILES,BoNT-A LC inh2,CCHFV vOTU inh,PfHsp40 yeast,SARS 3CLpro inh,TcdB GH inh,BH1578 lux ind,DUSP3 inh,Anthrax LF prot,SSB-PriA inh,Y pestis TopoI
COc1cccc(/C=C2\SC(=S)N(CCC(=O)Nc3ccc(O)cc3)C2=O)c1,2.3,19.1,0.4,-5.3,-0.1,-0.3,-10.3,-5.0,-5.3,11.7
COc1cccc(C(C(=O)NCC2CCCO2)N(C(=O)Cn2nnc3ccccc32)c2ccc(NC(C)=O)cc2)c1OC (stereo not given),-1.7,1.8,0.5,15.3*,0.7,-0.2,20.4,3.0,-3.8,3.5
O=C(/C=C/c1ccc(Cl)cc1)N(Cc1cccs1)C1CCS(=O)(=O)C1 (stereo not given),x,-4.5,-0.1,6.1,0.5,-0.9,31.0,x,3.6,35.8
O=C(NNC(=O)c1cccs1)c1csc(N2CCOCC2)n1,1.6,6.1,0.8,x,0.6,i,x,0.9,-10.5,-12.4
Cc1[nH][nH]c(=O)c1C(c1ccccc1[N+](=O)[O-])C(C#N)C#N (stereo not given),-0.8,-17.6,1.0,2.9,0.7,-0.2,2.5,0.0,8.0,-12.4
Cc1cc(C(=O)OCC(=O)Nc2ccc(S(=O)(=O)N3CCOCC3)cc2)c(C)o1,0.0,-6.3,-0.6,-0.2,x,i,-1.9,-2.9,-21.8,2.0
CN(c1ccccc1)S(=O)(=O)c1nnc(NC(=O)C2CCCCC2)s1,0.3,-1.3,0.7,-0.7,-1.2,18.8*,89.8,0.2,-9.3,9.0
